Screens (PubChem)
AT treatment = potential ataxia-telangiectasia treatment. […] A-T fibroblasts, KAP-1 phosphorylation AlphaLISA; neocarzinostatin DNA damage 30 min before lysis. Potency, µM (top dose mostly 57.5 µM), inactives show at the highest dose activation, usual class: activators. hit rate 0.19% among 320,000. AID 485349; further: potency means the concentration at half of the fitted maximal effect; % of control where 0% means no effect; nearly all actives have a fitted effect of over 45% in size
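hTERT-immortalized A-T patient fibroblasts ([…]), 500 cells/well in OPTI-MEM, 1% FBS, got compounds for 60 min, then NCS for 30 min at 37C. Lysates were then assayed for phospho-KAP-1 by AlphaLISA (anti-pKAP1 donor, anti-KAP1 acceptor beads), 6 hr at 25C.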
TSHR antag = human thyrotropin receptor antagonism; TSHR-expressing cells, TSH-stimulated cAMP HTRF, 2 h; hits give low values; activity change, negative = inhibition, % at 11.5 µM; hit rate 0.2% among 330,000; P16473;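 active means activity change below a set negative limit, meaning inhibition stronger than a set level, cut at about -70% in these data; inconclusive means activity change between two set negative limits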; further: on the % scale 0 is the no-effect control and ±100 the full control effect
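Competitive HTRF cAMP read-out (cryptate anti-cAMP antibody, cAMP-d2; 30 min, room temperature) in freshly harvested TSHR cells. Compounds added before TSH at EC80 (4nM final), followed by 2 hours' incubation at 37 deg C.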
TCR activator = activates T cell receptor signaling; primary human leukocytes, anti-CD3, IL-2 HTRF, 48 h; Potency, µM (top dose mostly 9.22 µM), inactives show at the highest dose activation of IL-2 secretion, most hits filed as activators; 330,000 tested, under 10 active; further: % of control where 0% means no effect
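Primary human leukocytes incubated 48 hr with anti-CD3 beads plus compound, without co-stimulation. Secreted IL-2 measured by HTRF (europium cryptate/d2 anti-IL-2 pair, 320 nm excitation, 665 nm emission).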
CXXC DNA block = inhibitors of human MLL CXXC domain-DNA interaction. Potency, µM (top dose mostly 115 µM), for the others: top-dose activity change, negative = inhibition, actives largely listed as inhibitors. Q03164. AID 2662. hit rate 0.037% among 290,000. MLL-CXXC / FITC-HOXA9 DNA fluorescence polarization; active means well fitted inhibition curve with a large enough effect in the polarisation, with a control signal flat, not every such curve was filed as active; inconclusive means small, poorly fitted or top-dose-only effect, or effect the other way, or a change in a side signal; inactive means no such curve, though single readings can be large or run the other way; the % refers to the polarisation; further: potency means the concentration at half of the fitted maximal effect
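Steps: dispense CXXC domain solution (7 uM) → pin compounds or unlabeled HOX-A9 DNA control → 5 min ambient → add FLSN-HOX-A9 solution (50 nM) → spin → 30 min ambient → fluorescence polarization. Tris pH 7.5/NaCl/DTT/BSA buffer.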
MBNL1-CUG inh = MBNL1-poly(CUG) RNA binding inhibition. Q9NR56. hit rate 0.036% among 280,000. AID 2675. Potency, µM (titrated, usually from 57.5 µM), inactives show top-dose activity change, negative = inhibition, most hits filed as inhibitors. TR-FRET MBNL1-His/biotin-(CUG)12 binding, 665/545 ratio; active means well fitted inhibition curve with a large enough effect in the signal ratio, with a control signal flat, not every such curve was filed as active; inconclusive means small, poorly fitted or top-dose-only effect, or effect the other way, or a change in a side signal; inactive means no such curve, though single readings can be large or run the other way; the % refers to the signal ratio; further: potency means the concentration at half of the fitted maximal effect; on the % scale 0 is the no-effect control and ±100 the full control effect
Target sequence (Q9NR56 whole entry, looked up): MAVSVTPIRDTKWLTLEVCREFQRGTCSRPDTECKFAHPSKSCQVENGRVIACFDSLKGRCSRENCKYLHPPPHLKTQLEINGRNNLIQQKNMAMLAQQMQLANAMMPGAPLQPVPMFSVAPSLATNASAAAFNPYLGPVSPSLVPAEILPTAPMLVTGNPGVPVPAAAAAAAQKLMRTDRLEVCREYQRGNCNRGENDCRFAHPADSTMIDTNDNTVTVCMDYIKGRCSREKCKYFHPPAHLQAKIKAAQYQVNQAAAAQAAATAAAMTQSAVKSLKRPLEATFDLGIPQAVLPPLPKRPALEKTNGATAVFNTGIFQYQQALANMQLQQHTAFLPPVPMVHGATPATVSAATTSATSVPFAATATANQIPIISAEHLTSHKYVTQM
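Compound titration spanned 92 nM–58 uM against the MBNL1-His/biotin-(CUG)12 complex. After 60 min at room temperature with 5 nM streptavidin-XL665 and 0.055 ng/ul terbium anti-His, ratiometric 665/545 nm emission (Ex 340 nm) normalized to controls.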
PTAP TSG101 blk = blocks PTAP/TSG101 interaction to inhibit HIV-1 budding; AID 493005; 340,000 tested, under 10 active; Potency, µM (titrated, usually from 115 µM), for inactives: at the highest dose activity change, negative = inhibition, hits mostly inhibitors; Fluorescence polarization, FITC-PTAP peptide / Tsg101 binding; Q99816; active means well fitted inhibition curve with a large enough effect in the main read-out, with a control signal flat, not every such curve was filed as active; inconclusive means small, poorly fitted or top-dose-only effect, or effect the other way, or a change in a side signal; inactive means no such curve, though single readings can be large or run the other way; further: potency means the concentration at half of the fitted maximal effect; % of control where 0% means no effect
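Fluorescence polarization binding of Tsg101 binding domain (10 uM final) to FITC-labeled PTAP peptide (50 nM final) in HEPES pH 7.5 buffer with NaCl, Tween 20, EDTA, TCEP. Compounds added before peptide; binding 20 min at RT.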
S-ASM inh = human S-ASM enzyme inhibition. P17405. placental ASM, HMU-PC fluorogenic substrate, 60 min. Potency, µM (series often up to 57.5 µM), inactives show at the highest dose activity change, negative = inhibition, actives largely listed as inhibitors. hit rate 0.006% among 340,000; further: potency means the concentration at half of the fitted maximal effect
Target sequence (P17405 47-631 limits assumed): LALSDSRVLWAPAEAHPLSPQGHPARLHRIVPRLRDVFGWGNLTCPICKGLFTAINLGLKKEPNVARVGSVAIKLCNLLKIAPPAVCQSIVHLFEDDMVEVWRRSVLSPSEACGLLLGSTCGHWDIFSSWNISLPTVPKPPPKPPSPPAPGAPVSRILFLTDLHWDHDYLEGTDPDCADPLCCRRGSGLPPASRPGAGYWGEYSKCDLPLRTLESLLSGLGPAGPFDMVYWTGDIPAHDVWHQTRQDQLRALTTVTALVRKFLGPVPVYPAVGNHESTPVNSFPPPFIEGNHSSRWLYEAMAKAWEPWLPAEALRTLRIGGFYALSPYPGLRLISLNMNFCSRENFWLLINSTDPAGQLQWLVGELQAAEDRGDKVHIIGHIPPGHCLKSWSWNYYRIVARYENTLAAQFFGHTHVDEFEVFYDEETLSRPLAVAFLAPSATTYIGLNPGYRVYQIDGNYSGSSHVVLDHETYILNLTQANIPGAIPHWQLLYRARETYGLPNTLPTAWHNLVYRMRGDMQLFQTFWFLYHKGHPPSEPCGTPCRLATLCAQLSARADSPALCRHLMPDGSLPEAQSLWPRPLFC
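Human placenta-derived ASM preincubated with compound 10 min at room temperature, then reacted with 9 uM (final) fluorogenic HMU-PC substrate for 60 min at 37 C. Stop solution raises pH to 10; fluorescence read at Ex 386/Em 447 nm.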
Menin MLL FP TR = menin-MLL binding inhibition, Texas Red mutant peptide | AID 1768 | O00255 | Menin + Texas Red MLL mutant peptide, fluorescence polarization | hit rate 0.23% among 270,000 | Potency, µM (top dose mostly 61.6 µM), without a hit: at the highest dose FP activity change, negative = inhibition, hits mostly inhibitors; active means well fitted inhibition curve with a large enough effect in the polarisation, with a control signal flat, not every such curve was filed as active; inconclusive means small, poorly fitted or top-dose-only effect, or effect the other way, or a change in a side signal; inactive means no such curve, though single readings can be large or run the other way; the % refers to the polarisation; further: potency means the concentration at half of the fitted maximal effect; % of control where 0% means no effect; many of its hits are not listed in these tables
Integrin act MD = integrin-mediated muscular dystrophy alleviation activation. alpha7betagal myoblasts, beta-gal FDG fluorescence, 48 h. Potency, µM (highest dose often 38.3 µM), for the others: at the top dose activation, actives largely listed as activators. hit rate 0.064% among 350,000. AID 624291;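 further: potency means the concentration at half of the fitted maximal effect; 100% = response of the positive control SU9516; nearly all actives have a fitted effect of over 60% in size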
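Alpha7betagal+/- myoblasts (passage 13) were plated 16-24 hr, then exposed to compounds (1:260 dilution of DMSO stock) for 48 hours at 37C. After MPER lysis, β-galactosidase reporter activity was read as FDG fluorescence (ex 480/em 540) after 30 minutes.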
Mito fusion yeast = inhibitors of mitochondrial division or activators of mitochondrial fusion | S. cerevisiae fusion-defective mutant growth rescue, CellTiterGlo 48 h | Potency, µM (top dose mostly 46.1 µM), without a hit: at the top dose growth rescue (activation), most hits filed as activators | hit rate 0.23% among 320,000;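 further: potency means the concentration at half of the fitted maximal effect; % of control where 0% means no effect; nearly all actives have a fitted effect of over 45% in size; temperature-sensitive fusion mutants such as fzo1-1 at 37 °C on non-fermentable ethanol glycerol medium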
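Growth-rescue viability read-out: after 48 h at the non-permissive 37C in glycerol/ethanol YPEG, yeast mitochondrial fusion mutants are measured by CellTiterGlo luminescence; compounds (23 nl pinned per well) restoring growth score as division inhibitors or fusion activators.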
* = called active by the depositor; ? = inconclusive; nt = no result given; [ ] = another dose, or the depositor's remark. Unless noted, the call rests on the fitted dose curve; in most records, active means well fitted curve in the direction sought with a large enough effect; inconclusive means small, poorly fitted or top-dose-only effect, or another doubt; inactive means no such curve, though single readings can be large; an effect the other way counts as inactive or inconclusive. Some of the compounds tested; rates above refer to the full screens.

SMILES	CXXC DNA block	S-ASM inh	TCR activator	AT treatment	Integrin act MD	MBNL1-CUG inh	TSHR antag	Menin MLL FP TR	Mito fusion yeast	PTAP TSG101 blk
CN(C(=O)c1ccc(NC(=O)Cc2cccc(NC(=O)C3CCCN(C(=O)c4ccccc4)C3)c2)cc1)C1CC1 (centres undefined)	nt	-1%	-2%	nt	-7%	nt	nt	nt	nt	4%
CCC(=O)NC(=S)Nc1ccc(-c2nc3ccccc3s2)cc1	18%	13%	1%	-4%	8%	41%[activator]	-10	?	-5%	-1%
CCC(=O)Nc1cccc(NC(=O)c2cccnc2)c1	-4%	2%	1%	-12%	21%	-2%	32	7%	0%	-7%
Cc1ccc(-c2noc(C3CCCN(C(=O)c4cccc(Cl)c4)C3)n2)o1 (centres undefined)	9%	-2%	2%	2%	34%	2%	-8	-6%	20%	-1%
O=S(=O)(c1cccc2ccccc12)N1CCCCC1	-4%	1%	-1%	2%	-26%	-5%	11	?	-2%	-2%
C=CCN1C(=O)C(O)(CC(=O)c2ccco2)c2cc(Br)ccc21 (centres undefined)	1%	4%	0%	-4%	-56%[inhibitor]	0%	7	1%	1%	-1%
COc1ccc(-c2noc(CCC(=O)NCCc3cccc(C)c3)n2)cc1	14%	-2%	2%	9%	-32%	-15%	-17	0%	-4%	-11%
CCCN1CCC(CCOc2ccccc2)(C(=O)OCC)CC1	-1%	2%	0%	3%	-11%	-4%	0	-6%	-1%	2%
O=C1CN(CC(=O)NC(=O)NCc2ccccc2)CCN1	13%	6%	-6%[46.1 µM]	5%	10%	5%	3	-16%	-7%	-2%
CCOc1ccc(C(=O)NC(=S)Nc2cccnc2)cc1	2%	0%	-4%[46.1 µM]	-6%	29%	8%	7	-1%	-8%	0%

By substructure: the entries above with sulfur (three)
SMILES	CXXC DNA block	S-ASM inh	TCR activator	AT treatment	Integrin act MD	MBNL1-CUG inh	TSHR antag	Menin MLL FP TR	Mito fusion yeast	PTAP TSG101 blk
CCC(=O)NC(=S)Nc1ccc(-c2nc3ccccc3s2)cc1	18%	13%	1%	-4%	8%	41%[activator]	-10	?	-5%	-1%
O=S(=O)(c1cccc2ccccc12)N1CCCCC1	-4%	1%	-1%	2%	-26%	-5%	11	?	-2%	-2%
CCOc1ccc(C(=O)NC(=S)Nc2cccnc2)cc1	2%	0%	-4%[46.1 µM]	-6%	29%	8%	7	-1%	-8%	0%

Remaining list, next part.
SMILES	CXXC DNA block	S-ASM inh	TCR activator	AT treatment	Integrin act MD	MBNL1-CUG inh	TSHR antag	Menin MLL FP TR	Mito fusion yeast	PTAP TSG101 blk
CCCC(=O)Nc1nc2ccc(OCC)cc2s1	-5%	-4%	-4%[46.1 µM]	-4%	11%	10%	-2	3%	18%	1%
COc1ccc(C(C)=O)cc1CSc1ccc2c(c1)OCCO2	-6%	2%	3%	7%	17%	-4%	5	-18%	27%	0%
CCOC(=O)CC(=O)c1[nH]c(C)c(C(=O)OCC)c1C	-12%	2%	0%	14%	10%	-2%	-3	-13%	1%	-7%
O=S(=O)(c1ccccc1)N1CCN=C1SCc1ccc(Cl)c(Cl)c1	13%	-1%	-1%[46.1 µM]	15%	-2%	3%	-7	14%	25%	-2%
Cc1nc(N2CCOCC2)nc(OC(C)C)c1[N+](=O)[O-]	?	-5%	5%[46.1 µM]	-1%	16%	nt	-8	3%	8%	-8%
CC1SCCN1S(=O)(=O)c1ccc2ccccc2c1 (centres undefined)	1%	1%	7%[46.1 µM]	nt	13%	6%	-13	4%	4%	-5%
COc1ccc(/C=N/NC(=O)c2cccc([N+](=O)[O-])c2)cc1O	0%	8%	0%	-1%	14%	?	-14	-2%	-3%	-1%
O=C(CC12CC3CC(CC(C3)C1)C2)N1CCCC1	0%	0%	-6%	-4%	-11%	-10%	-7	-18%	2%	-8%
O=C(Nc1cccc(C(F)(F)F)c1)c1cncs1	9%	1%	-3%	13%	2%	-7%	5	-6%	4%	-1%
COCCNC(=O)CCn1nc(-c2ccc(Cl)cc2)ccc1=O	-3%	0%	7%	13%	-3%	?	6	?	1%	-1%

Brought forward from above: 3 entries; new compounds follow.
SMILES	CXXC DNA block	S-ASM inh	TCR activator	AT treatment	Integrin act MD	MBNL1-CUG inh	TSHR antag	Menin MLL FP TR	Mito fusion yeast	PTAP TSG101 blk
O=C(CC12CC3CC(CC(C3)C1)C2)N1CCCC1	0%	0%	-6%	-4%	-11%	-10%	-7	-18%	2%	-8%
O=C(Nc1cccc(C(F)(F)F)c1)c1cncs1	9%	1%	-3%	13%	2%	-7%	5	-6%	4%	-1%
COCCNC(=O)CCn1nc(-c2ccc(Cl)cc2)ccc1=O	-3%	0%	7%	13%	-3%	?	6	?	1%	-1%
O=C(Nc1ccc(OC(=O)c2ccncc2)cc1)c1ccncc1	1%	2%	-3%	6%	11%	1%	-11	-21%	-3%	1%
CCN(CC)c1ccc2c(c1)OC(N)=C(C#N)C2c1cccnc1 (centres undefined)	?	-3%	-18%	1%	-26%	?	18	?	1%	?
CCN(CC)CCCNc1nc(-c2ccccc2)nc2ccccc12	-1%	0%	0%[46.1 µM]	-2%	-52%[inhibitor]	5%	-17	14%	-1%	-6%
CCc1ccc(Nc2nc(N)nc(CSc3nnnn3-c3ccccc3)n2)cc1	12%	3%	5%	1%	-4%	-7%	-7	20%	0%	0%
O=C(CSc1nnc2ccccn12)NC(=O)Cc1ccccc1	0%	-1%	7%	9%	-3%	-4%	8	0%	-5%	-3%
CCOC(=O)CNC(=O)Cn1cnc2ccc(S(=O)(=O)N3CCC(C)CC3)cc2c1=O	-16%	3%	1%	0%	-2%	-14%	-2	-11%	-2%	-3%
COc1ccc(/C=C/C(=O)OCC(=O)NC2CCCC2)cc1OC	nt	5%	4%	3%	21%	nt	7	nt	nt	-4%
Nc1nnc(CC(=O)N/N=C/c2ccc(-c3ccccc3)o2)s1	5%	5%	-2%[46.1 µM]	2%	0%	?	10	-8%	-8%	-3%
O=C(CN1CCN(c2ccccc2F)CC1)NC(=O)NCc1ccco1	6%	2%	6%	0%	-14%	-9%	35	1%	-5%	-2%
COc1ccc(-c2noc(N3CCC(C(=O)N(C)c4ccccc4C)CC3)n2)cc1	nt	-12%	1%	-1%	-5%	-7%	-5	-9%	5%	-9%

The listing continues:
SMILES	CXXC DNA block	S-ASM inh	TCR activator	AT treatment	Integrin act MD	MBNL1-CUG inh	TSHR antag	Menin MLL FP TR	Mito fusion yeast	PTAP TSG101 blk
Cc1ccc(OC(C)c2nnc(N)s2)cc1Cl (centres undefined)	-4%	3%	-1%	7%	-14%	9%	-31	27%	5%	-1%
N#Cc1ccc(-c2ccc(Cl)cc2)nc1Oc1ccc(F)cc1	13%	3%	2%	-1%	18%	-10%	5	20µM*	0%	-5%
CC(Oc1ccc(-c2nnco2)cc1)C(=O)N1CCOCC1 (centres undefined)	nt	0%	4%	17%	12%	nt	-4	nt	2%	1%
Cc1ccn2c(CNCCn3cccn3)c(C(=O)N3CCCCCC3)nc2c1	13%	-2%	1%	-4%	-7%	2%	-1	?	-5%	5%
COc1ccc(/C=C/C(=O)OCC(=O)N2CC(=O)Nc3ccccc32)cc1S(=O)(=O)N1CCOCC1	-26%	0%	5%	13%	19%	?	-3	-6%	0%	-7%
CN(C)c1ccc(C(=O)OCC(=O)Nc2ccc(S(N)(=O)=O)cc2)cc1	28%	-9%	-16%	7%	11%	12%	-9	?	-1%	6%
O=C(OCC(=O)N1CCN(C(=O)c2ccco2)CC1)c1ccc(Cl)c(Cl)c1	nt	2%	5%	-1%	-13%	nt	1	nt	-1%	-5%
CCCCc1ccc(NC(=O)CSc2nc(=O)n(CCN(CC)CC)c3c2CCC3)cc1	nt	-6%	1%	0%	3%	nt	-1	nt	1%	3%
S=C(Nc1ccccc1)c1nc2ccccc2s1	-21%	-14%	3%[46.1 µM]	-7%	6%	nt	16	?	-7%	1%
CCOC(=O)N1CCC(NC(=O)c2ccc(NC(=O)C3CCCO3)cc2)CC1 (centres undefined)	-8%	4%	4%	1%	-7%	-7%	31	6%	1%	-2%
